PABP1 MLLE inh: blocks PAM2 peptide binding to the PABP1 MLLE domain; P11940; GST-MLLE / FITC-PAM2 fluorescence polarization; inhibition, % at 20 µM; actives 0.36% (n = 360,000); AID 588489; in the data active means inhibition above about 35%, passing the limit was not always enough;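 further: plate controls were DMSO wells with GST-MLLE for no effect and wells lacking GST-MLLE protein for full effect; some results filed as inactive read as strong as hits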
FAS TE block: inhibitors of human fatty acid synthase thioesterase domain; actives 0.67% (n = 360,000); recombinant FAS-TE, OMFH fluorogenic substrate, fluorescence endpoint; inhibition, % at 15 µM; P49327; AID 602261;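 active means compounds whose normalised, plate-corrected inhibition of enzyme fluorescence in the single-dose primary screen is 50% or more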;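 further: 0% = DMSO with enzyme and 100% = substrate without enzyme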
Rin1 Abl inh: human Rin1-Abl interaction inhibition; P00519+Q13671; TR-FRET Rin1/Abl binding, biochemical; inhibition, % at 7.35 µM; actives 0.4% (n = 360,000); AID 588664; in the data active means inhibition above about 5%, passing the limit was not always enough
E coli Lon inh: inhibitors of E. coli Lon protease | P0A9M0 | purified E. coli Lon protease, fluorescence polarization | inhibition, % at 7.94 µM | actives 0.42% (n = 360,000); in the data active means inhibition above about 13%, passing the limit was not always enough;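 further: 0% = enzyme with probe and DMSO and 100% = no enzyme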
Target sequence (P0A9M0 whole entry, looked up): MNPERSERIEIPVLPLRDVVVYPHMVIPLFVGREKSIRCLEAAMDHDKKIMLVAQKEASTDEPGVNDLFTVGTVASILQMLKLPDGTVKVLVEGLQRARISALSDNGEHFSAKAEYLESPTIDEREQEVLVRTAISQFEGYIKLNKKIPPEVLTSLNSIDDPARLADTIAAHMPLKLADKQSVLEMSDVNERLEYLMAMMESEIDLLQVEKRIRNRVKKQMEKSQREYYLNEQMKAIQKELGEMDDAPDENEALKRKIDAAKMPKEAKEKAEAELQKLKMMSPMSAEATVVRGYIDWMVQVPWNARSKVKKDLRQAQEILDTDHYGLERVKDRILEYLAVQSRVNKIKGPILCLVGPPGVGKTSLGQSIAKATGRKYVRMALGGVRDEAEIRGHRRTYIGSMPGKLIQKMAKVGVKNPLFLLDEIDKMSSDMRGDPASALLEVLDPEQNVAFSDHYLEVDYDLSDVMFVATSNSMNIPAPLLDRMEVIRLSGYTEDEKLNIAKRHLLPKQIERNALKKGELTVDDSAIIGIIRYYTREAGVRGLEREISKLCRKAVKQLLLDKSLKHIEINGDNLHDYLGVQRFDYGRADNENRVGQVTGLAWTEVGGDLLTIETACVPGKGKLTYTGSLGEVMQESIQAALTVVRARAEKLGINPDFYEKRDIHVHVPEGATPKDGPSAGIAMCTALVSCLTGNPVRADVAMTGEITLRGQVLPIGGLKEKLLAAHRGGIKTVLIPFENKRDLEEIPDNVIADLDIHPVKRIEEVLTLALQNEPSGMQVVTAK
MsrA act: bovine methionine sulfoxide reductase A activation. purified bovine MsrA, absorbance read-out. activation, % at 10.6 µM. actives 0.3% (n = 360,000). AID 602163; in the data active means activation above about 7.5%;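 further: 0% = vehicle and 100% = reference activator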
MT1-MMP act inh: MT1-MMP (human) activation inhibition. GFP/RFP ratio change, % at 20 µM. actives 0.061% (n = 360,000). P50281. HT1080 RFP-PRO-GFP cells, GFP/RFP ratio fluorescence, overnight; percent of plate control window, DMSO zero. AID 651647;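 active means GFP/RFP ratio change of at least 30% with cell ATP level not reduced by more than half and red fluorescence within 50% of control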; further: strong numbers were not always called active
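Read-out: GFP/RFP fluorescence ratio; Test system: RFP-PRO-GFP reporter HT1080 cells; Compound dosing: single-point 20 µM compound, 1% DMSO; Times: overnight compound exposure at 37 °C.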
Neddyl block: blocks human cullin neddylation | P61081+Q13564 | TR-FRET cullin neddylation, biochemical | calls only at 25 µM | actives 0.58% (n = 360,000) | AID 651699; in the data active means inhibition above about 36%
NRP1-CendR mod: NRP-1/CendR interaction modulation; O14786; FAM-RPARPAR peptide binding to NRP-1, fluorescence polarization; inhibition, % at 25 µM; actives 0.85% (n = 360,000); AID 602438;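 active means inhibition or corrected inhibition above about 18%, plus a signal ratio from 0.5 to 1.5, limit read from the data, passing the limit was not always enough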; further: strong numbers were not always called active
SKN-1 inh: blocks SKN-1 activity in C. elegans; inhibition, % at 21.8 µM; actives 0.49% (n = 360,000); C. elegans VP596 Pgst-4::GFP/RFP ratio, acrylamide-induced, 24 h;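 active means interference check ratio from 0.5 to 1.5 plus GFP to RFP signal ratio inhibition reaching or exceeding a fixed threshold, cut at about 30% in these data, passing the limit was not always enough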; further: some compounds called inactive have numbers as strong as hits
Active calls of the source: *; i = inactive; . = no result given; + = active, no number.

SMILES	PABP1 MLLE inh	FAS TE block	Rin1 Abl inh	E coli Lon inh	MsrA act	MT1-MMP act inh	Neddyl block	NRP1-CendR mod	SKN-1 inh
COc1cccc(CN2C(=O)C(C)N(C(=O)c3ccccc3)c3ccccc32)c1 (centres undefined)	9	5	0	-1	-1	-6	i	8	-8
CC(=O)N1N=C(c2ccccc2)CC1c1cccs1 (centres undefined)	-1	-4	3	-3	2	2	i	3	-3
CCN(c1cccc(C)c1)S(=O)(=O)c1cc2c3c(c1)CCN3C(=O)CC2	-19	-2	3	-2	-1	0	i	-5	3
Cc1ccc(-n2c(-c3cccnc3)n[nH]c2=S)c(C)c1	-10	-10	6	-9	-8	9	i	2	-3
Cc1noc(C)c1C(=O)NC(C)c1ccc2c(c1)OCO2 (centres undefined)	0	-6	3	-4	-1	0	i	-3	3
COCCNC(=O)C1CC(c2ccccc2[N+](=O)[O-])=NO1 (centres undefined)	7	-6	-2	13	-3	1	i	6	6
COc1ccccc1-c1nnc(N)s1	-1	-9	2	7	-6	1	+	2	-3
O=C1C(=Cc2cccs2)C(=O)c2ccccc21	6	-8	-2	2	-8	5	i	-7	-2
COC(=O)c1sc(C(F)(F)F)c(-c2ccccc2)c1S(=O)(=O)NC(C)(C)C	-5	10	1	1	0	3	i	2	-14
O=C(COc1ccccc1[N+](=O)[O-])N/N=C/c1ccc(O)c([N+](=O)[O-])c1	-7	0	0	-5	-5	3	i	6	-1
CC(=NCCc1ccccc1)C1=C(O)C(c2ccccc2)OC1=O (centres undefined)	11	-6	0	2	-9	1	i	6	-14
COc1ccc(Nc2c(-c3ccc(C)cc3)nc3cnccn23)cc1	-2	6	-1	9	-7	2	i	-11	-2
COC(=O)c1nn(-c2ccccc2)c(=O)cc1Oc1ccccc1	8	-7	-3	-5	1	-6	i	11	-3
CCN(CC)c1nc(-c2cccc(OC)c2O)nc2ccccc12	0	14	0	-8	-4	-2	i	7	16
COc1ccc(CN2C(=O)C(CC(=O)NC3CCCC3)CC(C(=O)N(C(C)C)C(C)C)=C2C)cc1 (centres undefined)	4	-8	-1	-2	-11	1	i	-10	-8
CS(=O)(=O)N(CC(=O)N1CCN(Cc2ccccc2)CC1)c1ccc(F)cc1	-2	-2	-1	-3	4	2	i	1	-29
CCOc1cc2[nH]c(=O)n(CC3CCC(C(=O)NCCCOC)CC3)c(=O)c2cc1OCC (centres undefined)	-9	-5	1	-7	-10	3	i	-8	-22
COc1ccc(-[n+]2c(C)cc(/C=C3\Sc4ccccc4N3C)cc2C)cc1	-196	-30	-19	-185	0	-277	i	-172	-7
COc1cc(Br)c(Br)c(Br)c1N	-1	14	0	3	-3	-1	i	-12	-8
O=C(C1CCC(=O)N1Cc1cccnc1)N1CCN(c2ccc(F)cc2)CC1 (centres undefined)	8	-5	-1	3	0	2	i	8	-10
COC(=O)[C@H](CCSC)NC(=O)NCCc1ccccc1F	5	-8	2	-4	-5	7	i	6	16
O=C(Nn1cnnc1)c1ccc(F)c(S(=O)(=O)N2CCCCC2)c1	3	-8	1	-5	-1	2	i	5	1
CC(=O)Nc1sc2c(c1-c1nc3ccccc3s1)CN(C(C)C)CC2	i	-99	-5	-301	-3	-150	.	143	23
O=C(Nc1cccc(S(=O)(=O)N2CCOCC2)c1)c1cc(S(=O)(=O)N2CCOCC2)c(Cl)cc1Cl	-6	8	3	-9	1	-3	i	21	10
O=C(Nn1cnnc1)c1ccccc1F	8	-7	0	-6	-5	1	i	-4	9
Cc1ccc(S(=O)(=O)N(C)C[C@H]2Oc3cc(Br)ccc3S(=O)(=O)N([C@H](C)CO)C[C@@H]2C)cc1	6	-6	1	-4	0	-4	i	-6	-12
C=C(C)CSc1nc2c(c(=O)[nH]c(=O)n2C)n1CCC(C)C	6	8	0	12	1	3	i	-8	-1
COCc1nnc(NC(=O)CSc2ccccc2)s1	5	-3	-3	0	-1	4	i	4	6
CCCc1cc(=O)oc2c3c(cc(OCC(=O)N[C@@H](CSC)C(=O)O)c12)OC(C)(C)CC3	15	0	-2	2	-2	3	.	-3	13
CCN(C(=O)COC(=O)c1c2c(nc3ccccc13)/C(=C/c1ccccc1)CC(C)C2)C1CCS(=O)(=O)C1 (centres undefined)	-14	18	0	1	-5	-9	.	-5	4

An excerpt from above in order of molar mass, ascending.
SMILES	PABP1 MLLE inh	FAS TE block	Rin1 Abl inh	E coli Lon inh	MsrA act	MT1-MMP act inh	Neddyl block	NRP1-CendR mod	SKN-1 inh
O=C(Nn1cnnc1)c1ccccc1F	8	-7	0	-6	-5	1	i	-4	9
O=C(C1CCC(=O)N1Cc1cccnc1)N1CCN(c2ccc(F)cc2)CC1 (centres undefined)	8	-5	-1	3	0	2	i	8	-10
O=C(Nc1cccc(S(=O)(=O)N2CCOCC2)c1)c1cc(S(=O)(=O)N2CCOCC2)c(Cl)cc1Cl	-6	8	3	-9	1	-3	i	21	10

Taken from above.
`CCOc1cc2[nH]c(=O)n(CC3CCC(C(=O)NCCCOC)CC3)c(=O)c2cc1OCC` (centres undefined) – E coli Lon inh = -7
`CCN(C(=O)COC(=O)c1c2c(nc3ccccc13)/C(=C/c1ccccc1)CC(C)C2)C1CCS(=O)(=O)C1` (centres undefined) – NRP1-CendR mod = -5
`O=C(Nn1cnnc1)c1ccc(F)c(S(=O)(=O)N2CCCCC2)c1` – MT1-MMP act inh = 2

The listing continues.
SMILES	PABP1 MLLE inh	FAS TE block	Rin1 Abl inh	E coli Lon inh	MsrA act	MT1-MMP act inh	Neddyl block	NRP1-CendR mod	SKN-1 inh
Cc1cc(C)c2nc(SCC(=O)NCC3CCCO3)c(C#N)cc2c1 (centres undefined)	-16	-1	3	-3	-5	-2	i	-16	7
Cc1ccc(Cl)cc1N1CCN(C(CC(C)C)c2nnnn2CC2CCCO2)CC1 (centres undefined)	-7	28	7.4*	-1	-1	0	i	-4	-25
O=C(COc1ccc([N+](=O)[O-])cc1Cl)N1CCc2ccccc21	3	27	0	-7	-3	0	i	-5	-23
Cc1cccc(N2C(=O)/C(=C\c3ccc(OC(F)F)cc3)c3ccccc3C2=O)c1	3	-7	0	-2	-9	-3	.	-3	-6
N#CC1=C(N)OC2=C(C(=O)CCC2)C1c1ccncc1 (centres undefined)	-7	-2	-2	8	-2	2	i	1	9
CN(C)S(=O)(=O)N(CC(=O)Nc1ccccc1)c1ccccc1	-3	-3	0	-11	-6	1	i	8	-3
CCCCC(=O)NC(c1ccccc1Cl)c1c(O)ccc2ccccc12 (centres undefined)	-4	-4	-1	2	-3	-39	i	-8	3
CC(=O)c1ccc(NC(=O)C(Cc2ccccc2)n2cccc2)cc1 (centres undefined)	-12	21	2	0	0	-4	i	-8	7
CN(C)C1=NC[C@H](Cc2ccccc2)N1CCCCc1ccccc1	-3	-42	3	-1	-2	0	i	15	-8
Cn1c(-c2cc3ccccc3oc2=O)nc2ccccc21	6	-5	0	8	-4	-2	i	-1	6
CC(=O)Cc1nsc(NC(=O)c2cc(-c3cccc(C(F)(F)F)c3)oc2C)n1	-10	0	2	3	-11	-1	i	-25	-12
COc1ccc(S(=O)(=O)N[C@@H](Cc2ccccc2)C(=O)N2CC[C@@]3(O)CCCC[C@H]3C2)cc1	4	2	-1	-17	-12	2	i	8	14
Cc1ccc(S(=O)(=O)NCc2nnnn2-c2ccc(F)cc2)cc1	7	-8	-3	-9	-1	-1	i	-6	1
Cc1cc(C)n2nc(CC(=O)NC3CCCCCC3)nc2n1	-1	-6	1	-6	-1	7	i	-2	1
O=C(O)CSc1ncccc1C(=O)O	7	-10	-1	10	-2	3	i	-11	6
O=C1N=C(N2CCCCC2)SC1=C1CCCC1	12	-8	-4	-4	-10	-2	i	-10	14
Cc1cc(C)c(NC(=O)CS(=O)CC(=O)NC2CCCc3ccccc32)c(C)c1 (centres undefined)	12	-4	-5	0	-1	0	i	-35	-9
Oc1ccc(F)c2cccnc12	-4	-3	3	7	-2	0	i	10	0
Cc1c(CC(=O)O)c(=O)oc2c(C)c(OCc3ccccc3)ccc12	9	-2	6	5	-1	2	i	7	14
O=C(CNc1ccccc1)N/N=C/c1ccc([N+](=O)[O-])o1	7	4	-3	6	-1	-10	i	-6	-10
O=C(NCCc1ccccc1)c1cc(S(=O)(=O)N2CCOCC2)ccc1F	-13	-8	3	-2	-12	-8	i	-9	-10
O=C(Cc1cccc(F)c1)N1CCOCC1	1	-5	2	-2	-2	-3	i	-4	25
COc1ccc(-n2nnc3c(=O)n(CC(=O)OCc4ccccc4)cnc32)cc1	2	-84	0	-9	-2	1	i	-8	3
Cc1ccc(S(=O)(=O)Nc2nc3ccccc3nc2NCc2ccco2)cc1	65	-4	1	38*	-3	-58	i	-64	34
O=c1n(CC2CO2)c(=O)n(CC2CO2)c(=O)n1CC1CO1 (centres undefined)	8	-5	2	-13	-3	13	i	3	2
CC(C)Oc1cccc(NC(=O)C2(C)CCN2C(=O)C(C)C)c1 (centres undefined)	11	-2	-1	-7	-3	-2	i	-7	6
CC(NC(N)=O)C(=O)NCC(=O)OCc1ccccc1 (centres undefined)	5	-6	3	4	-3	3	i	0	1
Cc1[nH]c(=S)[nH]c(=O)c1CCOc1ccccc1	-10	-10	1	1	-7	0	i	2	16
CC(O)CNCc1ccc(Cl)cc1Cl (centres undefined)	-3	-11	1	-6	-10	1	i	-3	6
CSCCC(NC(=O)c1ccc(Cl)cc1Cl)C(=O)OC(C)C(=O)NCc1ccco1 (centres undefined)	2	6	-4	-5	-1	-1	i	-12	6
O=C(CSc1nc2ccc([N+](=O)[O-])cc2[nH]1)NC1CCCC1	-47	25	-2	0	-2	1	i	7	8
O=C(Nc1ccccc1)c1nn(-c2cccc(C(F)(F)F)c2)ccc1=O	-10	10	1	-6	-5	5	i	16	-9
CCCCOc1ccc(OC(=O)Nc2cc(Cl)ccc2OC)cc1	0	28	-2	13	-7	0	i	5	-6
CCc1ccc(CN2CCCC(C(=O)Nc3ccc(-c4cscn4)cc3)C2)o1 (centres undefined)	-10	0	2	-3	-1	1	i	9	3
CCc1ccccc1OCC(=O)Nc1cc(S(=O)(=O)N2CCOCC2)ccc1N1CCCCC1	1	32	0	0	-2	-15	i	-2	21
COc1cc(C=O)ccc1OCCCOc1ccc([N+](=O)[O-])cc1	-9	21	-2	-11	-2	2	i	-12	-1
Cc1ccc(NC(=O)Cc2nc(COC(=O)Cc3cccc(C(F)(F)F)c3)cs2)cc1	-6	9	4	0	-1	-5	i	-6	11
O=C(O)c1ccc(N/N=C/c2cc(Br)cs2)cc1	-1	-3	-3	-2	-5	-4	i	-11	23
CCOc1ccc(/C=N/n2c(SC)nnc(C(C)(C)C)c2=O)cc1	-8	10	-1	3	-2	1	i	-10	8
CC(=O)NCCc1nc2ccccc2n1Cc1cccc(C)c1	2	-3	2	-5	-4	2	i	3	-1
CCC(=O)Nc1ccccc1C(=O)OCc1ccc(C(=O)c2ccccc2)cc1	-4	22	-6	1	-3	1	i	7	24
O=C(COC(=O)Cc1cccc(C(F)(F)F)c1)NCC1CCCO1 (centres undefined)	4	-4	5	2	-1	-5	i	8	8
Cn1ncc(Cl)c1C(=O)NCc1ccc2c(c1)OCO2	4	-8	-2	-9	0	-5	i	-11	6
COc1cccc(/C=C/C(=O)OCC(=O)Nc2ccc(Cl)c(S(=O)(=O)N(C)C)c2)c1	-12	22	2	-2	-2	0	.	1	-3

Limited to Rin1 Abl inh and NRP1-CendR mod (7 entries from above):
mol,Rin1 Abl inh,NRP1-CendR mod
CCc1ccccc1OCC(=O)Nc1cc(S(=O)(=O)N2CCOCC2)ccc1N1CCCCC1,0,-2
O=C(Nc1ccccc1)c1nn(-c2cccc(C(F)(F)F)c2)ccc1=O,1,16
CCCCOc1ccc(OC(=O)Nc2cc(Cl)ccc2OC)cc1,-2,5
Cc1ccc(NC(=O)Cc2nc(COC(=O)Cc3cccc(C(F)(F)F)c3)cs2)cc1,4,-6
O=C(COC(=O)Cc1cccc(C(F)(F)F)c1)NCC1CCCO1 (centres undefined),5,8
O=C(CSc1nc2ccc([N+](=O)[O-])cc2[nH]1)NC1CCCC1,-2,7
O=C(O)c1ccc(N/N=C/c2cc(Br)cs2)cc1,-3,-11
